15-hLO-2 inh: inhibitors of human 15-lipoxygenase 2 (ALOX15B); actives 0.56% (n = 110,000); Potency, µM (titrated, usually from 57.1 µM), inactives show at the top dose activity change, negative = inhibition, actives largely listed as inhibitors; purified 15hLO-2, xylenol orange hydroperoxide absorbance; O15296; AID 881; further: potency means the concentration at half of the fitted maximal effect; nearly all actives have a fitted effect of over 60% in size; many of its hits are not listed in these tables
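Enzyme 50 nM, AA 45 uM, 25 mM Hepes pH 7.5 + 0.01% Triton X-100; cpd preinc 15 min RT, rxn 90 min RT; stop/detect with 200 uM XO + 300 uM Fe(II) in 50 mM H2SO4, 30 min; A573/A405.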
PNC inhibitor: blocks assembly of the perinucleolar compartment; PC3M PTB-GFP, PNC prevalence imaging, 16 h; active compounds read low; AID 2417; activity change (PNC), negative = inhibition, % at 10 µM; actives 3.1% (n = 140,000);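 active means readout at or below -70, meaning at least 70% loss of cells showing the perinucleolar compartment, a nuclear body marking cancer cells; inconclusive means readout between -30 and a set limit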;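 further: plate controls were DMSO wells for no effect and camptothecin positive control wells for full effect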
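Read-out is percentage of cells bearing a perinucleolar compartment, from automated 20x imaging of fixed, Hoechst-stained PC3M PTB-GFP cells. Cells were seeded 4 h, then exposed 16 h to compound (23 nl of library stock) in duplicate plates.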
IMPase inh: IMPase inhibition in cells; P97697; CHO-M1 cells, IP1 accumulation, HTRF TR-FRET ratio; inhibition (IP1 accumulation), % at 46.1 µM; 120,000 tested, under 10 active; active means well fitted curve in the direction sought with a large enough effect in the signal ratio, not every such curve was filed as active; inconclusive means small, poorly fitted or top-dose-only effect, or a change in a side signal; inactive means no such curve, though single readings can be large or run the other way; the % refers to the signal ratio;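 further: cells stimulated with carbachol in lithium chloride buffer; plate controls were DMSO basal wells for no effect and reference inhibitor wells for full effect; higher means more IMPase inhibition seen as more IP1 and lower FRET ratio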
Target sequence (P97697 whole entry, looked up): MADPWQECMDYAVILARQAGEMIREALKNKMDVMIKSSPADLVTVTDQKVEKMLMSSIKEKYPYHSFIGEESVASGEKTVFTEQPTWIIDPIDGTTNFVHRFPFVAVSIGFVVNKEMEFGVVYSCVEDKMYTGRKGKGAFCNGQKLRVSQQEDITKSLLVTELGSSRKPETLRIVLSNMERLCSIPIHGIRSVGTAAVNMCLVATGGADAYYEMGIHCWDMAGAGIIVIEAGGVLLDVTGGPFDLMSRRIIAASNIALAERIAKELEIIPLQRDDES
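Carbachol-driven Gq signalling in CHO-M1 cells (2000/well) generates IP1. Compounds that block IMPase raise IP1 and so reduce the FRET signal from Eu-anti-IP1 and d2-IP1 after a 10 min room-temperature lysis.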
12-hLO inh: 12-hLO (ALOX12) enzyme inhibition. AID 1452. actives 0.12% (n = 150,000). Potency, µM (series often up to 57.1 µM), for inactives: at the top dose activity change, negative = inhibition, actives largely listed as inhibitors. purified 12-hLO, xylenol orange hydroperoxide absorbance; further: potency means the concentration at half of the fitted maximal effect; nearly all actives have a fitted effect of over 55% in size; many of its hits are not listed in these tables
Target sequence (P18054 whole entry, looked up): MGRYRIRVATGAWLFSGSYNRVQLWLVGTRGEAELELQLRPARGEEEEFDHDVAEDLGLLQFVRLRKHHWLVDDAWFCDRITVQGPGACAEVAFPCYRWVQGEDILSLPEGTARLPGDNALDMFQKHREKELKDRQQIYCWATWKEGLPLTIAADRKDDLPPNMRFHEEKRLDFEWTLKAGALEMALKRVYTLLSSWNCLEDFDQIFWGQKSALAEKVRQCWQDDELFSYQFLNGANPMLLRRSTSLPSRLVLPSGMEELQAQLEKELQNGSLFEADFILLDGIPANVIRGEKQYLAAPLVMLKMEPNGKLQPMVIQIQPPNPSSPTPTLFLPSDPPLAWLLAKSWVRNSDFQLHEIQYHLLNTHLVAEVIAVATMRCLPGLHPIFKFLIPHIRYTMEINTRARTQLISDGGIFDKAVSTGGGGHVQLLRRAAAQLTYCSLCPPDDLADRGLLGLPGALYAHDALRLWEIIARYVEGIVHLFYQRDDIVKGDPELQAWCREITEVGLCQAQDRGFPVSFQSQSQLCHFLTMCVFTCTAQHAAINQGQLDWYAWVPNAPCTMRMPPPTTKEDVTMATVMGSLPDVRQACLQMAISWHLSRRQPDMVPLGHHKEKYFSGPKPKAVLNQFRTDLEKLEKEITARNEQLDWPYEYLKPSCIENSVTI
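Xylenol orange chromogenic assay: hydroperoxide from 12hLO oxidises Fe(II), giving red-shifted Fe(III)-XO absorbance. Conditions: 150 nM enzyme, 40 uM arachidonic acid, 25 mM Hepes pH 7.0, 0.01% Triton X-100, 30 min, room temperature.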
* marks the source's active call; other numbers are inactive results; ? = inconclusive; . = not tested or not shown; [ ] = another dose, or the depositor's remark. Unless noted, the call rests on the fitted dose curve; in most records, active means well fitted curve in the direction sought with a large enough effect; inconclusive means small, poorly fitted or top-dose-only effect, or another doubt; inactive means no such curve, though single readings can be large; an effect the other way counts as inactive or inconclusive. Unless noted, on the % scale 0 is the no-effect control and ±100 the full control effect. These rows are one share of the data; count on the stated rates, not on these rows.

A first look:
canonical_smiles	15-hLO-2 inh	PNC inhibitor	IMPase inh	12-hLO inh
Cc1ccccc1CS(=O)(=O)CCC(=O)N1CCN(c2ccc(N3CCOCC3)nn2)CC1	1%	24	5	-2%
S=C(NNc1ccc2ccccc2c1)NC1CCCCC1	.	-17	10	?
O=C(CSc1cc(Cl)ccc1Cl)NCC(=O)Nc1ccc(F)c(F)c1F	.	-19	5	-1%

All compounds of this part, from the first entry:
canonical_smiles	15-hLO-2 inh	PNC inhibitor	IMPase inh	12-hLO inh
Cc1ccccc1CS(=O)(=O)CCC(=O)N1CCN(c2ccc(N3CCOCC3)nn2)CC1	1%	24	5	-2%
S=C(NNc1ccc2ccccc2c1)NC1CCCCC1	.	-17	10	?
O=C(CSc1cc(Cl)ccc1Cl)NCC(=O)Nc1ccc(F)c(F)c1F	.	-19	5	-1%
COc1ccc(C(=O)CC2OC(=O)c3c2ccc(OC)c3OC)cc1 (stereo not given)	-6%	-4	6	-8%
Cc1ccccc1C(=O)NC(=S)NC1CCSC1=O (stereo not given)	.	-5	.	-2%
CCCC1O[C@@H]2C[C@H]3[C@@H]4CCC5=CC(=O)C=C[C@]5(C)[C@H]4[C@@H](O)C[C@]3(C)[C@]2(C(=O)CO)O1 (stereo not given in full)	2%	-18	1	-4%
Cc1cc(O)c2c(c1)C(O)(C1OC(CO)C(O)C(O)C1O)c1cccc(O)c1C2=O (stereo not given)	.	32	.	-9%
COc1ccc(CCNC(=O)C2CCN(S(=O)(=O)N3CCC4(CC3)OCCO4)CC2)cc1OC	.	-27	.	2%
COc1ccc(CN2C(=O)c3ccccc3C2C(=O)NCc2cccnc2)c(OC)c1 (stereo not given)	12%	?	6	-8%
COc1ccc(C(OC(=O)c2ccco2)C(=O)NCc2ccco2)cc1 (stereo not given)	1%	?	0	0%
CCN(CC)c1ccc(C(=O)n2cnc3ccccc32)cc1	4%	12	8	-9%
COc1cc(C)ccc1OCCCCN1CC(C)OC(C)C1 (stereo not given)	-5%	35	1	0%
O=C(O)/C=C/c1cccc(NS(=O)(=O)c2ccccc2)c1	.	-12	.	2%
Fc1ccccc1C(c1nnnn1C1CCCC1)N1CCN(Cc2ccccc2)CC1 (stereo not given)	.	-23	19	-1%
COc1cc(/C=C/C(=O)N2CCN(CC(O)COc3ccccc3)CC2)cc(OC)c1OC (stereo not given)	-3%	18	3	6%

Given with two lines to a compound: part of the list above.
Values in the order – 15-hLO-2 inh	PNC inhibitor	IMPase inh	12-hLO inh
COc1ccc(C(OC(=O)c2ccco2)C(=O)NCc2ccco2)cc1 (stereo not given)
→ 1%	?	0	0%
CCN(CC)c1ccc(C(=O)n2cnc3ccccc32)cc1
→ 4%	12	8	-9%
COc1cc(C)ccc1OCCCCN1CC(C)OC(C)C1 (stereo not given)
→ -5%	35	1	0%
O=C(O)/C=C/c1cccc(NS(=O)(=O)c2ccccc2)c1
→ .	-12	.	2%

Continuation.
canonical_smiles	15-hLO-2 inh	PNC inhibitor	IMPase inh	12-hLO inh
CN1CCN(c2ccc(Cl)cc2NC(=O)c2nn(-c3ccccc3)c(=O)c3ccccc23)CC1	21%	16	-1	-3%
CCOc1ccc(N(CC(=O)Nc2ccc(F)c(F)c2)S(=O)(=O)c2c(C)noc2C)cc1	.	15	6	-2%
COc1ccc(-c2nc(C#N)c(NCc3ccccc3Cl)o2)cc1	-2%	-4	-9	-3%
COCCN1C(=O)c2ccccc2C(C(=O)N2CCN(c3ccccc3)CC2)C1c1ccc(F)cc1 (stereo not given)	-6%	5	-3	9%
O=C(CSc1nnc(-c2ccco2)o1)NC1CCCCC1	2%	-25	3	6%
O=C(CN1C2=NCCCN2c2ccccc21)c1ccc(Br)s1	-1%	-8	-10	-2%
CCOc1ccc(C(=O)N(CN2CCCC2=O)c2ccc(C)cc2)cc1	.	-23	-8	1%
OC[C@H]1NC[C@H](O)[C@@H](O)[C@H]1O	6%	.	-2	6%
CCN(C(=O)CCN1C(=O)c2ccccc2C1=O)C1CCCCC1	2%	19	3	3%
COC(=O)c1ccc(N2CCCCC2)c(NS(=O)(=O)c2ccc(C)cc2)c1	-7%	-29	6	6%
O=C(CSc1nc2ccccc2s1)c1cc2ccccc2o1	-4%	12	-1	-10%
COc1ccccc1CNC(=O)c1cccc(-c2ccccc2OC)n1	-6%[0.0915 µM]	.	.	1%[0.00818 µM]
O=C1c2ccccc2C(Nc2ccc(Cl)cn2)N1Cc1ccccc1 (stereo not given)	11%	-12	-1	-6%
O=S(=O)(N/N=C/c1ccc(OC2CSC2)cc1)c1ccccc1	.	9	3	1%
CCCn1c(=O)c2ccccc2n2c(SCC(=O)c3cc(C)n(CCOC)c3C)nnc12	-8%	-15	9	-5%
Cc1ccc(S(=O)(=O)N(C)C)cc1NC(=O)CCNC(=O)c1ccccc1Cl	.	?	-5	-2%
Cn1cccc1Cc1nnc(SCC(=O)Nc2ccccc2F)n1CCc1ccccc1	.	11	2	1%
CCOC(=O)Nc1cc(OC)c(OC)cc1Cc1nccc2cc(OC)c(OC)cc12	9%	19	13	-3%
O=C(c1ccccc1-c1nc(-c2ccccc2)no1)N1CCOCC1	-1%	?	-1	-3%
CCC(O)(CCN1CCCCC1)c1ccccc1 (stereo not given)	5%	6	13	-7%
COC(=O)c1ccc(C(c2c(N)n(Cc3ccccc3)c(=O)n(C)c2=O)N2CCOCC2)cc1 (stereo not given)	0%	-21	-2	-7%
COc1cccc2oc(SC)cc(=O)c12	-5%[0.0915 µM]	.	.	3%[0.00818 µM]
CCC(Sc1ccc(Cl)cc1)C(=O)Nc1nnc(-c2cccc([N+](=O)[O-])c2)s1 (stereo not given)	.	25	.	-2%
O=C(Nc1ccccc1)c1cccc(S(=O)(=O)Oc2ccc([N+](=O)[O-])cc2)c1	.	2	.	-4%
CC(C)(C)NC(=O)COC(=O)Cc1ccc(Cl)cc1	4%	-8	2	8%
COc1cc(NC(=O)c2ccc(COCC(F)(F)F)cc2)cc(OC)c1OC	8%	-16	-3	2%
C=CC1=C(C(=O)O)N2C(=O)C(NC(=O)Cc3ccccc3)C2SC1 (stereo not given)	4%	35	-4	-5%
COc1ccccc1NC(=O)c1sc2nc(Cc3ccccc3)cc(C(F)(F)F)c2c1N	-2%	26	2	5%
O=C(CN1CCCCC1)NCCNC(=O)CN1CCCCC1	-1%	?	4	-7%
CCOC(=O)N1CCC(NC(=O)c2cc(S(=O)(=O)N3CCCC3)cn2C)CC1	-7%	56	3	-2%
COc1ccc(C)cc1-n1nnnc1SCC(=O)N1CCC(C(=O)Nc2nccs2)CC1	8%	?	1	-4%
COc1ccc2[nH]cc(CCNc3nc(-c4ccc(C(=O)N(C)C)cc4)nc4ccccc34)c2c1	-6%	.	.	1%
CC1CC[C@@]23CCC4(C)[C@@]5(C)CCC6C(C)(C)C(O)CC[C@@]6(C)C5C=C[C@@]4(OC2=O)C3C1C (stereo not given in full)	-11%	.	.	-1%
CCCCOc1cccc(C(=O)O)c1	2%	-1	?	1%
CC(C(=O)c1ccccc1)n1cnc2ccccc2c1=O (stereo not given)	-6%[11.4 µM]	29	-10[1.84 µM]	-2%
O=C1CCC[C@@H]2CC(NCc3ccc(Cl)c(Cl)c3)C[C@@H]3CCN1[C@H]23 (stereo not given in full)	27%[0.0915 µM]	.	.	-4%[0.00818 µM]
CCOC1(NC(=O)c2ccccc2)C(C)=CC(=O)C=C1C	-18%	39	-2	-3%
CCC(=O)Nc1nc(CC(=O)Nc2ccccc2)cs1	-4%	?	5	-2%
COc1cccc(NC(=O)CSc2nnc(-c3cc(-c4ccccn4)nc4ccccc34)o2)c1	5%[2.29 µM]	?	11	3%
CCN(CC)C1CC(=O)N(c2cccc(C)c2)C1=O (stereo not given)	.	12	7	-2%
CCNS(=O)(=O)c1cc(S(C)(=O)=O)ccc1Cl	-4%	-6	-7	0%
Cc1ccc(-c2cc(-c3ccccc3O)nc(N/N=C/c3cccnc3)n2)cc1	-19%	52	-6	4%
CS(=O)(=O)Nc1ccc(C(=O)NC2CCCC2)cc1	5%	7	8	-2%
CCCOc1ccc(-c2cnc(SCC(N)=O)nc2N)cc1	5%	16	3	1%
CCc1ccc(-c2nn(Cc3ccccc3)cc2/C=C/C(=O)O)cc1	-8%	?	-1	-2%
CCC1CCCCN1C(=O)Cn1c(C(=O)OC)cc2ccsc21 (stereo not given)	5%	35	3	3%
O=C(NCC1CCCO1)c1ccc2c(c1)OCO2 (stereo not given)	3%	54	8	-14%
O=C(NC1CC2CCCC(C1)N2C(=O)NC1CCCCC1)c1ccccc1 (stereo not given)	5%	-9	-3	7%
CCN(CC)CCCOC(=O)C1(c2ccccc2)CCCC1	10%	-15	26	9%
Nc1cc(N)nc(SCC(=O)Nc2ccccc2)n1	.	-18	1	26%
Cc1nn(Cc2ccc([N+](=O)[O-])cc2)c(=O)n1-c1c(F)cccc1F	4%[11.4 µM]	-7	6[1.84 µM]	-1%
Cc1ncc(CO)c(C=O)c1O	-4%[0.0915 µM]	.	2	0%[0.00818 µM]
Cc1ccc(-c2cc3cccc[n+]3cc2-c2ccc(C)cc2)cc1	.	41	.	2%
Cc1c(Cl)cccc1NC(=S)NCc1cccn1C	.	?	.	-4%
CNC(=O)[C@]1(C)C[C@H]1[C@H](NC(=O)[C@]1(C)C[C@H]1[C@H](NC(=O)OCc1ccccc1)c1ccccc1)c1ccccc1	-1%	.	.	-1%
COc1ccc(CC[N@+]2(C)COc3cc4oc(=O)cc(C)c4cc3C2)cc1OC	-1%[11.4 µM]	.	.	7%[11.4 µM]
C=CCNc1nnc(SC2CC(=O)N(c3ccc(OC)cc3)C2=O)s1 (stereo not given)	-22%	-6	4	0%
Cc1ccc(NC(=O)CCS(=O)(=O)c2ccc(Br)cc2)nc1	.	?	.	5%
COC(=O)CC/C(C)=N\Nc1ccc([N+](=O)[O-])cc1[N+](=O)[O-]	-5%	?	2	-5%
CC1(C)CC(=O)C2=C(C1)N(Cc1ccco1)C(=O)C2(O)C(F)(F)F (stereo not given)	-5%	-3	?	-4%

Remaining list, next part.
canonical_smiles	15-hLO-2 inh	PNC inhibitor	IMPase inh	12-hLO inh
CCC(C)NC(=O)CC(NS(=O)(=O)c1ccc(C)cc1)c1ccc(OC)cc1 (stereo not given)	.	44	.	0%
Cc1ccc(-c2nc3ncccc3o2)cc1NC(=O)Cc1ccc(Cl)cc1	.	3	-7	3%
CCOc1ccc(S(=O)(=O)NCC2CCCO2)cc1 (stereo not given)	3%	-5	1	-5%
CCOC(=O)C1Oc2ccccc2C(c2ccc(F)cc2)=C1C(=O)OC (stereo not given)	11%[0.0915 µM]	.	.	-3%[0.00818 µM]
Cc1ccccc1C(O)c1ccccn1 (stereo not given)	-8%	-17	1	-1%
CC1(C)CC2CC(C)(CN2c2ncnc3ccc(Br)cc23)C1 (stereo not given)	.	26	.	-14%
Cc1ccc(C(=O)NNc2cc(=O)n(C)c(=O)n2C)cc1C	.	-25	1	0%
COc1ccc(CCNC(=O)CSc2nnnn2Cc2ccc3c(c2)OCO3)cc1OC	2%	16	4	-11%
CCOC(=O)CSc1nc(N)cc(=O)[nH]1	-3%	-12	-13	-4%
COC(=O)c1ccc(NC(=O)CSC2=Nc3ccccc3C3CC=NN23)cc1 (stereo not given)	11%	-18	1	5%
Cc1ccc(CCNc2ccccc2C)cn1	.	?	-8	3%

Screening data (PubChem)
